G6PDH counter – counter-screen for G6PDH assay hits: L. mesenteroides G6PDH inhibition | 200,000 tested, 0.12% active | AID 1020 | inhibition, % at 5 µM | Purified L. mesenteroides G6PDH, diaphorase/resazurin coupled fluorescence, 45 min; in the data active = inhibition above about 50%
APP 5'UTR act – activates APP 5'UTR luciferase reporter. SH-SY5Y APP 5'UTR luciferase reporter, luminescence; zero percent = DMSO vehicle wells. activation, % at 2 µM. 190,000 tested, 1% active. AID 1276;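 active = activation above a set limit, based on mean plus 3 SD of controls, cut at about 140% in these data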; also: values of inactives mirror those of a sister screen read the other way
STAT1 act – STAT1 signaling activation. NIH 3T3 STAT1-luciferase reporter, IFN-gamma, luminescence; 100% = IFN-gamma alone, no compound. activation (% of control), % at 5.5 µM. 200,000 tested, 2.6% active. AID 932;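 active = activation above the screen-wide mean activation plus 3 SD, cut at about 130% in these data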;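 also: raw ratio to IFN-gamma control signal so 100% means no change and 0% no light; values of inactives mirror those of a sister screen read the other way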
HMGR II inh – E. faecalis class II HMG-CoA reductase inhibition; 190,000 tested, 0.41% active; inhibition, % at 10 µM; purified E. faecalis HMGR, NADPH absorbance 340 nm kinetic; AID 1066;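 active = inhibition above a set limit, the median over all tested compounds plus 3 SD, cut at about 9.5% in these data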;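 also: enzyme runs in reverse so mevalonate oxidation gives rising NADPH absorbance; 0% = complete reaction with DMSO and 100% = background rate lacking mevalonate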
FLuc stim CS – firefly luciferase counter-screen for stimulation assays | P08659 | ATPlite luciferase biochemical, luminescence, 10 min; 0 = ATP-free wells, 1 = DMSO control | activation factor at 10 µM | 200,000 tested, under 10 active | AID 1027;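 active = luciferase activation factor, scaled between plate controls, of at least 2 with compound at 10 µM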
Target sequence (P08659 whole entry, looked up): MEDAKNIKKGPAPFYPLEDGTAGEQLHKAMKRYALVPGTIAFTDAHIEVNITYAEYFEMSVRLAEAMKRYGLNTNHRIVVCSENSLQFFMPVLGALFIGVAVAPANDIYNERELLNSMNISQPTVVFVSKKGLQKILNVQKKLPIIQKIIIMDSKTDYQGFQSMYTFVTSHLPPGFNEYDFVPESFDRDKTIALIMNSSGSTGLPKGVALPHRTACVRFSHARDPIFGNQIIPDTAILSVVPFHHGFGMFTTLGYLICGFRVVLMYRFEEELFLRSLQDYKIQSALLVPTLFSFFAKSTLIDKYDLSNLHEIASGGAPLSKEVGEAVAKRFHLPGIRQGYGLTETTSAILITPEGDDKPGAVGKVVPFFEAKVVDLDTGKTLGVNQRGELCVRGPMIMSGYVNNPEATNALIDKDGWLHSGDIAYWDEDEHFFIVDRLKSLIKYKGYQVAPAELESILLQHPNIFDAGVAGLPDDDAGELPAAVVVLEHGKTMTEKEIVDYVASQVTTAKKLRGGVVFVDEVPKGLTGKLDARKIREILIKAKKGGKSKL
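Assay system: Luciferase/luciferin detection reagent, cell-free biochemical luciferase assay / Read-out: luciferase activation / Benchmarks: No-ATP low control, compound-free enzyme-plus-ATP high control / Medium: PBS buffer for ATP / Detection: luminescence measurement of luciferase light output / Schedule: 10 min at ambient temperature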
NF-kB neuron act – NF-kB expression increase, human neuronal cells. NF-kB reporter expression; hits give high values. fold change at 12.5 µM. 190,000 tested, 1.6% active. AID 1239; in the data active = fold change above about 3.3
Redox H2O2 prof – compounds producing H2O2 with reducing agent – biochemical, NIH compound library profiling, artefact control for MLSCN library redox annotation, primary screen | DTT-dependent redox cycling H2O2, phenol red/HRP absorbance; 100% = 100 µM peroxide control, 0% = buffer | activation, % at 10 µM | 200,000 tested, 0.03% active | AID 878;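 active = activation of at least 50% relative to the plate's high and low controls in the primary single-dose screen; inactive = activation below 50%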;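 also: compound incubated with DTT at 0.8 mM final as the reducing agent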
APP transl inh – APP translation inhibition. SH-SY5Y APP 5'UTR-luciferase reporter, luminescence. inhibition, % at 2 µM. 190,000 tested, 0.82% active;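 active = inhibition above a set limit, derived from the sample mean plus 3 SD, cut at about 45% in these data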; also: values of inactives mirror those of a sister screen read the other way
FLuc inh counter – inhibits firefly luciferase, flagging false hits in luciferase inhibition screens; P08659; inhibition, % at 10 µM; ATPLite firefly luciferase biochemical luminescence, 10 min; 200,000 tested, 1.5% active;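 active = inhibition above about 50% when tested at 10 µM, limit read from the data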
Hsp70 act – switches on Hsp70 transcription. activation, % at 10 µM. AID 1203. 200,000 tested, 0.04% active. HeLa Hsp70 promoter luciferase reporter, luminescence; scaled: vehicle 0, proteasome-inhibitor control 100%;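 active = activation above the mean across all tested compounds plus 3 SD, cutoff set per campaign, cut at about 5.5% in these data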;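 also: 100% = MG132 at 30 µM as the positive control and 0% = DMSO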
Active calls of the source: *; · = no result given.

SMILES	G6PDH counter	APP 5'UTR act	STAT1 act	HMGR II inh	FLuc stim CS	NF-kB neuron act	Redox H2O2 prof	APP transl inh	FLuc inh counter	Hsp70 act
O=C(NCc1ccncc1)C(=O)NCc1ccncc1	3	4	108	-3	1	0.95	-1.8	-4	0	-0.2
CC(NC(=O)COc1ccc(N(C)S(=O)(=O)c2ccccc2)cc1)c1ccccc1 (centres undefined)	3	-13	101	-1	1.1	0.91	-1.7	12	-5	-0.1
CC(C)c1nc(SCC(=O)N2CCOCC2)c2c(=O)n(C)c(=O)n(C)c2n1	8	-5	102	-10	1	0.87	-0.2	5	-5	-0.2
COc1ccc(Cl)cc1C(=O)NCC#N	-2	6	109	-5	1	0.94	0.3	-6	-4	0.2
CCc1nc(OCCN(C)C)c2oc3ccccc3c2n1	-3	7	95	-2	0.9	1.6	-0.9	-7	6	-0.5
Cc1ccc2nc(Cn3cc(C(F)(F)F)cc(Cl)c3=O)cc(=O)n2c1	0	-3	102	-4	1	2.1	-1.2	2	0	-0.2
COc1ccc(OC)c(C2=NOC(C(=O)NCc3ccccn3)C2)c1 (centres undefined)	4	0	101	-5	1.1	1.1	-0.1	0	-6	0.7
O=C(Oc1cccc(N2C(=O)CCC2=O)c1)C1CC(=O)N(c2ccc(F)cc2)C1 (centres undefined)	3	1	99	2	1	1	-0.4	-1	-2	-0.2
CCOC(=O)C1=C(C)OC(N)=C(C#N)C1C1CCCCC1 (centres undefined)	6	10	102	-4	1.1	1.4	-2.2	-10	-9	-0.5
C=CCn1c(SCC(=O)Nc2ccc(C(=O)OCC)cc2)nnc1-c1cccs1	3	11	110	-2	1.1	0.92	-0.1	-11	-9	-0.1
CCOC(=O)CSc1nnc(NC(=O)c2cccc(S(=O)(=O)N3CCCC3)c2)s1	0	-24	96	0	0.9	1.1	0.7	24	8	-0.2
COC(=O)c1ccc(C(=O)OC)c(NC(=O)COC(=O)C2CCCCC2)c1	1	-3	99	-5	1.1	1.2	0.1	3	-6	-0.4
Cc1ccc(C2=NC3(CCCC3)N=C2SCC(=O)Nc2ccc3c(c2)OCCO3)cc1	19	-5	97	3	1	1.2	0.5	5	-3	0.1
Cc1cccc(NC(=S)N2CCC(c3nc4ccccc4o3)CC2)c1	5	17	96	-1	1.1	0.89	0.0	-17	-6	0.2
CC1=C(C(=O)NCCCOC(C)C)C2(CCC(C)CC2)OC1=O (centres undefined)	-8	-15	99	3	1	1.6	0.0	15	-2	-0.4
CC1CCCC(NC(=O)c2ccc(CNc3c(N4CCCC4)c(=O)c3=O)cc2)C1C (centres undefined)	-2	-6	93	-4	1	1	-2.3	6	-5	-0.2
COc1ccc(C2C(C(C)=O)=C(O)C(=O)N2c2nccs2)cc1OC (centres undefined)	2	6	100	-8	1	1.1	0.3	-6	-5	0.0
Cc1c(F)cccc1NC(=O)CSCC(=O)Nc1ccccc1	-1	·	104	-4	1	1.1	8.9	·	1	-0.3
COC(=O)C1=CN(Cc2cccs2)C=C(C(=O)OC)C1c1cccc(O)c1	6	-7	89	-5	1.1	0.92	-0.4	7	-8	-0.3
COc1cc(NC(=S)NCc2cccnc2)c(OC)cc1Cl	1	-9	97	-5	1.1	1.1	-0.1	8	-11	-0.3
O=C(COC(=O)CNC(=O)c1ccco1)NCCN1C(=O)CSC1=O	10	-4	104	-4	1.1	1.2	-1.1	4	-5	-0.5
CCCCOC(=O)Nc1cc(C(=O)OC)ccc1C(=O)OC	-31	62	98	-5	1.1	1.1	-0.2	-31	-8	-0.3
O=C(O)CC(c1ccc(Cl)cc1)n1cccc1 (centres undefined)	3	-5	97	2	1.1	1.1	1.6	5	-5	0.1
CCCCC(=O)Nc1ccc(C(=O)NNC(=S)NC(=O)c2cccs2)cc1	-13	-12	103	-3	1	0.65	0.5	12	-2	-0.4
COc1ccc(/C=N/Nc2ccc(C(F)(F)F)cc2[N+](=O)[O-])cc1	-2	-9	90	-1	1	0.96	0.8	9	-3	-0.2
Cc1oc2cc(O)ccc2c(=O)c1-c1nncn1-c1ccccc1	12	4	100	6	1	1.6	-0.7	-4	-3	0.2
O=C1c2ccccc2C(Nc2ccc(F)c(Cl)c2)N1Cc1ccco1 (centres undefined)	-10	-7	97	-1	1	0.91	0.0	6	-5	-0.2
Cc1c(NC(=O)COC(=O)Cc2ccc(Cl)cc2)c(=O)n(-c2ccccc2)n1C	2	2	97	-1	1.1	1.4	-0.1	-2	-7	-0.1
CCN(CC)S(=O)(=O)c1cc(C(=O)Oc2cccc(-c3cnc4ccccc4n3)c2)ccc1Br	12	132	100	0	1	2.2	0.2	-132	4	-0.4
NNc1nc2c(F)cc(F)cc2s1	5	167*	156*	-3	1.1	1.3	-0.1	-167	-6	0.1
O=C(CNC(=O)Cc1ccccc1)NCC(=O)OCC(=O)c1ccccc1Cl	5	26	100	-3	1	1.3	3.0	-26	-3	-0.1
COc1ccc(NC(=O)CSc2c(C)n[nH]c2C)cc1	5	10	99	2	1.1	0.93	-1.1	-10	-8	-0.1
COc1ccc(C(=O)n2nc(-c3ccccc3)nc2SC)cc1	14	9	104	-6	1	1.2	-9.3	-9	-1	-0.3
Cc1cccc(NC(=S)N2CCN(c3ccccc3)CC2)c1	6	-9	100	-4	1.1	1	12	9	-5	-0.3
Cc1cccc(C)c1NC(=O)c1ccc(-c2ccc(Cl)cc2Cl)o1	8	4	85	-3	1.1	0.88	0.8	-4	-8	-0.4
CCNC(=S)N(CCc1c(C)[nH]c2ccc(C)cc12)Cc1cccs1	7	1	102	1	1	0.79	0.1	-1	-1	0.4

Sorted by value in NF-kB neuron act (high to low): some entries from above
Structure | NF-kB neuron act
Cc1oc2cc(O)ccc2c(=O)c1-c1nncn1-c1ccccc1 | 1.6
Cc1cccc(NC(=S)N2CCN(c3ccccc3)CC2)c1 | 1
Cc1cccc(NC(=S)N2CCC(c3nc4ccccc4o3)CC2)c1 | 0.89

Whole records as entered above:
CCNC(=S)N(CCc1c(C)[nH]c2ccc(C)cc12)Cc1cccs1 as listed: G6PDH counter = 7; APP 5'UTR act = 1; STAT1 act = 102; HMGR II inh = 1; FLuc stim CS = 1; NF-kB neuron act = 0.79; Redox H2O2 prof = 0.1; APP transl inh = -1; FLuc inh counter = -1; Hsp70 act = 0.4
COc1ccc(NC(=O)CSc2c(C)n[nH]c2C)cc1 as listed: G6PDH counter = 5; APP 5'UTR act = 10; STAT1 act = 99; HMGR II inh = 2; FLuc stim CS = 1.1; NF-kB neuron act = 0.93; Redox H2O2 prof = -1.1; APP transl inh = -10; FLuc inh counter = -8; Hsp70 act = -0.1
O=C(CNC(=O)Cc1ccccc1)NCC(=O)OCC(=O)c1ccccc1Cl as listed: G6PDH counter = 5; APP 5'UTR act = 26; STAT1 act = 100; HMGR II inh = -3; FLuc stim CS = 1; NF-kB neuron act = 1.3; Redox H2O2 prof = 3.0; APP transl inh = -26; FLuc inh counter = -3; Hsp70 act = -0.1

Next section.
SMILES	G6PDH counter	APP 5'UTR act	STAT1 act	HMGR II inh	FLuc stim CS	NF-kB neuron act	Redox H2O2 prof	APP transl inh	FLuc inh counter	Hsp70 act
Cc1csc2c(=O)n3c(nc12)CCCCC3	3	-3	98	-5	1	0.93	0.6	3	-4	0.0
ON1C(c2ccc(Cl)cc2Cl)N(O)[C@H]2CCCC[C@H]21 (some centres undefined)	13	6	100	0	1.1	1.1	-0.3	-6	-8	-0.2
Oc1ccccc1-c1nnc(COc2ccccc2)o1	2	33	101	-9	1	2.3	-1.2	-33	5	-0.2
Cc1ccccc1N(C)C(=O)c1coc(=O)c2ccccc12	12	-7	109	-4	1	1.4	1.9	7	1	-0.4
O=C(NN1CCOCC1)c1ccc(Cl)cc1	7	14	98	3	1	1.2	0.2	-14	-3	0.0
COc1ccc(N2CCN(C(=O)Nc3ccccc3C)CC2)cc1	4	3	97	-1	1.1	1.1	-0.9	-2	-8	-0.2
O=C(Nc1nnc(CCN2CCOCC2)s1)c1ccccc1	4	-10	105	-7	1	1.1	0.4	10	-3	-0.2
CCC1CC2(C)NC(=O)c3c(sc4c3CC(C)(C)OC4)N2C1=O (centres undefined)	1	14	102	-4	1.1	1.1	-0.2	-14	-9	-0.6
CCCCN(C)C(=O)c1nc2ccccn2c1CN1CCC[C@H]1C(=O)OC	12	1	95	-2	1	1.1	-0.8	-1	-2	0.1
COCC(=O)Nc1cccc(Br)c1	-7	-17	110	-7	1.1	1.2	2.5	17	-5	6.3*
O=C(CSc1nnc(C2CC2)n1Cc1ccccc1)NCc1ccccc1	3	10	95	-4	1	0.86	-3.6	-10	-4	-0.1
O=c1cc(N2CCCCC2)c(-c2ccccc2)nn1Cc1ccc(F)cc1	-4	-17	95	0	1.1	0.85	-1.2	17	-10	-0.2
Cc1nn(C2CCCO2)c(=O)nc1N (centres undefined)	14	22	105	-3	1	1.3	-0.8	-22	3	0.4
COc1ccccc1CNC(=O)CN1CCC(n2cnc3cc(F)ccc32)CC1	-10	-21	97	-4	1	0.82	0.1	21	-3	-0.3
Cc1ccc(C2N=C(N)Nc3nc4ccccc4n32)cc1 (centres undefined)	4	18	104	-1	1.1	1	-0.7	-18	-6	-0.2
COc1ccc(CCn2c(N)cc(=O)[nH]c2=S)cc1OC	-25	7	92	-1	1.1	0.63	-3.1	-7	-10	-0.3
CCOC(=O)CNC(=O)CSc1nc2cccnc2n1C1CCCCC1	-4	-3	103	1	1.1	1	2.3	3	-6	0.8
O=S(=O)(NC1CCCC1)c1ccc(S(=O)(=O)N(Cc2cccs2)CC2CCCO2)cc1 (centres undefined)	2	-3	93	-4	1	0.78	2.2	2	-2	0.0
COc1ccccc1CC(=O)O/N=C(\N)c1cccc([N+](=O)[O-])c1	3	14	93	-6	1.1	2.7	0.5	-14	-6	-0.2
CC(=O)/C=N/Nc1ccccc1	4	12	104	-3	1	0.93	1.9	-12	-3	-0.3
Cc1cc(NC(=O)c2ccccc2)n(-c2ccccc2)n1	3	16	100	1	1	1.3	-1.0	-16	-3	-0.1
Cc1c(Cl)cccc1NC(=S)NCc1ccccc1Cl	7	-5	92	6	0.9	0.97	-0.1	5	7	-0.2
Cc1c(C(=O)Nc2ccccc2)sc2nc(-c3ccccc3)cn12	-46	48	127	3	1	1.1	1.9	-48	-1	0.1
N#Cc1cc(-c2ccccc2)oc1NC(=O)c1ccco1	4	5	107	-11	0.8	1.2	0.7	-4	24	-0.4
Cc1ccc(C)c(N(CC(=O)NN=C2CCN(C)CC2)S(=O)(=O)c2ccccc2)c1	-12	40	100	4	1	1.3	0.1	-40	-3	-0.3
Cc1ccc(Sc2nc(-c3ccccc3)ccc2C#N)cc1	-1	21	95	2	1	1.3	-3.4	-21	-5	-0.2
O=C(Cc1cnn(-c2ccccc2)c1)c1ccc(O)c(O)c1O	18	4	102	3	1	1.3	-0.8	-4	-3	-0.4
C[N+]1(CCCCCCC(=O)/C=N/O)CCCCCC1	0	9	90	-6	1	1.1	0.1	-9	1	0.0
CC(=O)Nc1ccccc1C(=O)C(=O)NCCc1ccccc1	3	24	109	-2	1	1.2	-0.4	-24	-3	0.2
Cc1cc2cc(CN(Cc3ccc4c(c3)OCO4)C(=O)c3ccco3)c(=O)[nH]c2cc1C	5	-23	99	-1	1	0.88	1.1	23	-3	-0.2
CCCSc1nc2cc(C)c(C)cc2n1CC(O)CO (centres undefined)	-1	10	104	-6	1	1.2	-2.3	-10	0	0.1
Cc1ccc(-c2csc(NC(=O)c3ccc(S(=O)(=O)N4CCc5ccccc54)cc3)n2)cc1	5	-11	94	-6	1	0.97	0.7	11	1	-0.3
Cc1ccccc1/C=N\NC(=O)c1csnn1	4	-1	126	0	0.9	1.9	-8.4	1	14	-0.3
